HIV fusion peptide: inhibitors of HIV fusion peptide binding, primary screen, biochemical, uHTS, fluorescence dequenching (AID 1986). inhibition, % at 20 µM, or IC50 in µM where a hit was titrated. cell-free peptide binding, fluorescence dequenching, 30 min; higher % means a stronger effect. actives 0.3% (n = 290,000); in the data active = inhibition mostly above about 52%, no sharp cut-off; inactive = mostly below about 76%; also: some results filed as inactive read as strong as hits
AID2073: inhibitors of Mint1-CaV2.2 protein interaction, biochemical, HTRF (AID 2073); HTRF protein-protein interaction, Mint1-CaV2.2; higher % means a stronger effect; inhibition, % at 20 µM, or IC50 in µM where a hit was titrated; actives 0.19% (n = 290,000); in the data active = inhibition mostly above about 51%, no sharp cut-off; inconclusive = no clear call, values can overlap the other calls; inactive = mostly below about 53%; also: some results filed as inactive read as strong as hits
Myeloid diff 2: myeloid differentiation induction; calls only at 10 µM; actives 1% (n = 360,000); ER-HoxA9 myeloid progenitors, lysozyme-GFP differentiation, flow cytometry;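 active = normalized GFP-positive differentiation at or above the plate's own cutoff, the solvent-only control mean plus 3 SD; inconclusive = no clear call, values can overlap the other calls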;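 also: cells exposed to compound for four days before flow analysis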
SIAH1 antagonists: blockers of Siah-1 interaction with plectin peptide – biochemical, fluorescence polarization, rhodamine-plectin, uHTS, primary screen (AID 1817); displacement, % at 20 µM; hits with a dose series show IC50 in µM; Siah-1 / rhodamine-plectin peptide fluorescence polarization; higher % means a stronger effect; actives 0.02% (n = 290,000);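 active = displacement of at least 50% at 20 µM, with a fluorescence ratio check between 0.3 and a set limit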;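 also: plate controls were Siah plus tracer with DMSO for no effect and tracer alone without Siah for full effect; strong numbers were not always called active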
NOD2 inhibition: inhibition of NOD2-driven NF-kB reporter – cell-based, luminescence, uHTS, HEK293 (AID 1566); actives 0.63% (n = 290,000); inhibition, % at 4 µM; hits with a dose series show EC50 in µM; HEK293 NOD2/NF-kB luciferase reporter, luminescence; higher % means a stronger effect; also: many of its hits are not listed in these tables
LYP phosphatase: PTPN22 lymphoid phosphatase activity blockers – biochemical, fluorescence intensity, uHTS (AID 1779); one-dose inhibition, % at 11.5 µM; IC50 in µM for titrated hits; actives 0.054% (n = 290,000); recombinant LYP phosphatase, fluorescence intensity; higher % means a stronger effect;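 also: plate controls were vehicle with enzyme for no effect and no enzyme for full effect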
XIAP antagonists: small molecules displacing peptide from XIAP – biochemical, IAP family, fluorescence polarization (AID 1018) | XIAP BIR domain, fluorescence polarization peptide displacement; higher % means a stronger effect | displacement, % at 20 µM; hits with a dose series show IC50 in µM | actives 0.007% (n = 200,000); in the data active = displacement above about 50%; also: a part of the inactive calls stands beside numbers as strong as those of hits
NS5 inhibitors: Dengue-2 NS5 methyltransferase inhibitors, primary screen, biochemical, confirmation dose response (AID 588689); Dengue-2 NS5 methyltransferase capping enzyme assay, biochemical; higher % means a stronger effect; inhibition, % at 25 µM, or IC50 in µM where a hit was titrated; actives 0.3% (n = 340,000); in the data active = a potency from the dose series; inconclusive = inhibition above about 29% without an active follow-up result
Lipid droplet: modulators of hepatic lipid droplet formation; AID 1656; actives 0.4% (n = 240,000); AML12 mouse hepatocytes, oleate lipid droplets, BODIPY imaging; inhibition, % at 6.5 µM;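 active = lipid droplet intensity inhibited by at least 50%, with more than 500 cells counted; inconclusive = wells with under 300 cells, treated as cytotoxic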
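material = mouse AML12 hepatocyte cell line, fixed after treatment | also added = 100 µM oleic acid challenge | doses = compound at 6.5 µM only | schedule = overnight exposure | technique = Image-based BODIPY and DAPI two-channel analysis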
Lipid droplet cells 6.5 µM: recorded beside Lipid droplet, whose call it bears; cell count; measured here: cell count, cytotoxicity flag;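 cells counted across two imaged fields per well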
Myeloid diff 2 GFP+ MAC1+ %: recorded beside Myeloid diff 2, whose call it bears; GFP+ MAC1+ double positive, %; measured here: differentiation confirmed by MAC1 staining
An asterisk follows results filed as active. Rule as the data show it, unless noted: active = inhibition above about 50%; inactive = the rest. Some of the compounds tested, so the mix of outcomes need not match the whole.

Results for COCCNCC(=O)NCC12CC3CC(CC(C3)C1)C2 ?
HIV fusion peptide: -0.6%; AID2073: 0%; Myeloid diff 2: inactive; SIAH1 antagonists: 0%; NOD2 inhibition: 8%; LYP phosphatase: -10%; XIAP antagonists: -0.6%; NS5 inhibitors: -11%; Lipid droplet: 7; Lipid droplet cells 6.5 µM: 743; Myeloid diff 2 GFP+ MAC1+ %: 1.4

Results for Cc1cccc2cc(CN(Cc3cccnc3)C(=S)NCCCN(C)C)c(=O)[nH]c12 ?
HIV fusion peptide: -0.7%; AID2073: 2%; Myeloid diff 2: inactive; SIAH1 antagonists: -5%; NOD2 inhibition: 1%; LYP phosphatase: -6%; XIAP antagonists: -2.2%; NS5 inhibitors: -8%; Lipid droplet: 18; Lipid droplet cells 6.5 µM: 714; Myeloid diff 2 GFP+ MAC1+ %: 0.2

How did O=c1[nH]c(Cc2ccccc2)nc2scc(-c3ccccc3)c12 do in these assays?
HIV fusion peptide: 2.8%; AID2073: 4%; Myeloid diff 2: inactive; SIAH1 antagonists: 2%; NOD2 inhibition: 2%; LYP phosphatase: -5%; XIAP antagonists: -2.5%; NS5 inhibitors: -5%; Lipid droplet: 7; Lipid droplet cells 6.5 µM: 810; Myeloid diff 2 GFP+ MAC1+ %: 0.4

How did O=S(=O)(c1ccc(Br)cc1)N1CCN(c2cc(-c3ccccc3)nc3ncnn23)CC1 do in these assays?
HIV fusion peptide: -2.7%; AID2073: 22%; Myeloid diff 2: inactive; SIAH1 antagonists: -1%; NOD2 inhibition: 2%; LYP phosphatase: 2%; XIAP antagonists: -2.3%; NS5 inhibitors: 7%; Lipid droplet: -12; Lipid droplet cells 6.5 µM: 784; Myeloid diff 2 GFP+ MAC1+ %: 12

Results for CCCCn1c(N)c(N(CCOC)C(=O)CN2c3ccccc3CC2C)c(=O)[nH]c1=O (centres undefined) ?
HIV fusion peptide: 1.3%; AID2073: 6%; Myeloid diff 2: inactive; SIAH1 antagonists: 7%; NOD2 inhibition: 0%; LYP phosphatase: -9%; XIAP antagonists: -6.2%; NS5 inhibitors: -32%; Lipid droplet: 14; Lipid droplet cells 6.5 µM: 703; Myeloid diff 2 GFP+ MAC1+ %: 0.1

Results for COCCOC(=O)c1c(NC(=O)CNCc2ccco2)sc(C(N)=O)c1C ?
HIV fusion peptide: 5.4%; AID2073: 19%; Myeloid diff 2: inactive; SIAH1 antagonists: -13%; NOD2 inhibition: 12%; LYP phosphatase: -1%; XIAP antagonists: -2.6%; NS5 inhibitors: -5%; Lipid droplet: 9; Lipid droplet cells 6.5 µM: 688; Myeloid diff 2 GFP+ MAC1+ %: 0.3

What do the screens show for `Cc1ccc(C(=O)N2CCCC(N(C)Cc3ccccc3)C2)s1` (centres undefined)?
HIV fusion peptide: 1.2%; AID2073: 0%; Myeloid diff 2: inactive; SIAH1 antagonists: -2%; NOD2 inhibition: -2%; LYP phosphatase: -8%; NS5 inhibitors: -7%; Lipid droplet: -21; Lipid droplet cells 6.5 µM: 670; Myeloid diff 2 GFP+ MAC1+ %: 2.9

How did CCCCCC(=O)N(CN1C(=O)CCC1=O)c1ccccc1 do in these assays?
HIV fusion peptide: -1.9%; AID2073: 3%; Myeloid diff 2: inactive; SIAH1 antagonists: 4%; NOD2 inhibition: -7%; LYP phosphatase: 1%; XIAP antagonists: -3.1%; NS5 inhibitors: -5%; Lipid droplet: -16; Lipid droplet cells 6.5 µM: 609; Myeloid diff 2 GFP+ MAC1+ %: 8.5

Results for CC(=O)Oc1ccccc1C1OC(=O)c2ccccc2N1C(C)=O (centres undefined) ?
HIV fusion peptide: 2.4%; AID2073: 7%; Myeloid diff 2: inactive; SIAH1 antagonists: -1%; NOD2 inhibition: -2%; LYP phosphatase: -1%; XIAP antagonists: -3.9%; NS5 inhibitors: -12%; Lipid droplet: 3; Lipid droplet cells 6.5 µM: 703; Myeloid diff 2 GFP+ MAC1+ %: 0.8

Results for CC1(C)NC(=O)N(CCOc2cccc(Cl)c2Cl)C1=O ?
HIV fusion peptide: 0.9%; AID2073: 0%; Myeloid diff 2: inactive; SIAH1 antagonists: 0%; NOD2 inhibition: -6%; LYP phosphatase: 0%; XIAP antagonists: 11%; NS5 inhibitors: 0%; Lipid droplet: -1; Lipid droplet cells 6.5 µM: 741; Myeloid diff 2 GFP+ MAC1+ %: 3.2

What do the screens show for `CCc1ccccc1NC(=O)c1ccc2c(c1)CCN2S(C)(=O)=O`?
HIV fusion peptide: 2.0%; AID2073: 6%; Myeloid diff 2: inactive; SIAH1 antagonists: 3%; NOD2 inhibition: -3%; LYP phosphatase: 5%; Lipid droplet: -7; Lipid droplet cells 6.5 µM: 813; Myeloid diff 2 GFP+ MAC1+ %: 0.6

Results for CCc1ccc(S(=O)(=O)NCc2csc(C)n2)s1 ?
HIV fusion peptide: 4.0%; AID2073: 5%; Myeloid diff 2: inactive; SIAH1 antagonists: 4%; NOD2 inhibition: 14%; LYP phosphatase: -5%; XIAP antagonists: -5.8%; NS5 inhibitors: -5%; Lipid droplet: -6; Lipid droplet cells 6.5 µM: 713; Myeloid diff 2 GFP+ MAC1+ %: 1.4

Results for COc1ccc(-c2cnnc(N/N=C/c3ccc(OC)c(OC)c3)n2)cc1 ?
HIV fusion peptide: -2.1%; AID2073: 8%; Myeloid diff 2: inactive; SIAH1 antagonists: -4%; NOD2 inhibition: -9%; LYP phosphatase: -8%; XIAP antagonists: -7.0%; NS5 inhibitors: -6%; Lipid droplet: 7; Lipid droplet cells 6.5 µM: 575; Myeloid diff 2 GFP+ MAC1+ %: 1.6

Results for CCc1ccc(OCC(=O)Nc2cc(S(=O)(=O)CC)ccc2O)cc1 ?
HIV fusion peptide: -0.5%; AID2073: inconclusive; Myeloid diff 2: inactive; SIAH1 antagonists: 1%; NOD2 inhibition: 9%; LYP phosphatase: -7%; XIAP antagonists: -1.6%; NS5 inhibitors: -3%; Myeloid diff 2 GFP+ MAC1+ %: 3.2

How did Cc1ccc(O)c(NC(=O)CN(C)S(=O)(=O)c2ccc(Cl)cc2)c1 do in these assays?
HIV fusion peptide: -0.9%; AID2073: 1%; Myeloid diff 2: inactive; SIAH1 antagonists: -2%; NOD2 inhibition: 20%; LYP phosphatase: -12%; NS5 inhibitors: -14%; Lipid droplet: -7; Lipid droplet cells 6.5 µM: 657; Myeloid diff 2 GFP+ MAC1+ %: 0.1

How did COc1ccc(NC(=O)Nc2nnc(Cc3ccc(OC)c(OC)c3)s2)cc1 do in these assays?
HIV fusion peptide: -0.2%; AID2073: 14%; Myeloid diff 2: inactive; SIAH1 antagonists: -2%; NOD2 inhibition: 4%; LYP phosphatase: -11%; NS5 inhibitors: -9%; Lipid droplet: -1; Lipid droplet cells 6.5 µM: 846; Myeloid diff 2 GFP+ MAC1+ %: 0.8

How did Cc1cc(C)cc(NC(=O)CSc2ccc(-c3cccs3)nn2)c1 do in these assays?
HIV fusion peptide: 3.6%; AID2073: 3%; Myeloid diff 2: inactive; SIAH1 antagonists: 2%; NOD2 inhibition: -13%; LYP phosphatase: 6%; XIAP antagonists: -14%; NS5 inhibitors: -5%; Lipid droplet: 0; Lipid droplet cells 6.5 µM: 651; Myeloid diff 2 GFP+ MAC1+ %: 0.6

Results for COC(=O)c1ccc(C)c(NC(=O)Cc2ccc([N+](=O)[O-])cc2)c1 ?
HIV fusion peptide: 1.9%; AID2073: 20%; SIAH1 antagonists: 0%; NOD2 inhibition: -1%; LYP phosphatase: -9%; XIAP antagonists: -5.5%; Lipid droplet: 4; Lipid droplet cells 6.5 µM: 738

What do the screens show for `O=C(Cn1nnc2ccccc21)c1cccc([N+](=O)[O-])c1`?
HIV fusion peptide: 1.0%; AID2073: 5%; Myeloid diff 2: inactive; SIAH1 antagonists: 0%; NOD2 inhibition: -15%; LYP phosphatase: -5%; XIAP antagonists: -6.9%; NS5 inhibitors: -4%; Lipid droplet: 7; Lipid droplet cells 6.5 µM: 616; Myeloid diff 2 GFP+ MAC1+ %: 0.8

How did O=C(COc1ccccc1)NC1CCCc2ccccc21 (centres undefined) do in these assays?
HIV fusion peptide: 1.4%; AID2073: -2%; Myeloid diff 2: inactive; SIAH1 antagonists: 9%; NOD2 inhibition: -10%; LYP phosphatase: -12%; XIAP antagonists: -9.0%; NS5 inhibitors: -1%; Lipid droplet: -14; Lipid droplet cells 6.5 µM: 613; Myeloid diff 2 GFP+ MAC1+ %: 0.6

How did CC(NCc1cc(Br)ccc1OCC(=O)NCc1ccccc1)c1ccccc1 (centres undefined) do in these assays?
HIV fusion peptide: -0.5%; AID2073: -7%; Myeloid diff 2: inactive; SIAH1 antagonists: -3%; NOD2 inhibition: -1%; LYP phosphatase: -9%; XIAP antagonists: 0.6%; NS5 inhibitors: 1%; Lipid droplet: -1; Lipid droplet cells 6.5 µM: 679; Myeloid diff 2 GFP+ MAC1+ %: 0.7

How did Cc1cc(NC(=O)C(C)SCC(=O)Nc2ccccc2OC(F)F)no1 (centres undefined) do in these assays?
HIV fusion peptide: -0.1%; AID2073: 9%; Myeloid diff 2: inactive; SIAH1 antagonists: -5%; NOD2 inhibition: 13%; LYP phosphatase: -11%; NS5 inhibitors: -6%; Lipid droplet: -8; Lipid droplet cells 6.5 µM: 765; Myeloid diff 2 GFP+ MAC1+ %: 0.0

Results for Cc1ccc(NC(=O)Cc2nnc(SCC(=O)c3ccc(Br)cc3)n2C)cc1Cl ?
HIV fusion peptide: -1.9%; AID2073: 12%; SIAH1 antagonists: -2%; NOD2 inhibition: -3%; LYP phosphatase: -7%; XIAP antagonists: -5.6%; Lipid droplet: -1; Lipid droplet cells 6.5 µM: 719

Fetched by compound from the entries so far, three records:
Results for COC(=O)c1ccc(C)c(NC(=O)Cc2ccc([N+](=O)[O-])cc2)c1 ?
HIV fusion peptide: 1.9%; AID2073: 20%; SIAH1 antagonists: 0%; NOD2 inhibition: -1%; LYP phosphatase: -9%; XIAP antagonists: -5.5%; Lipid droplet: 4; Lipid droplet cells 6.5 µM: 738

How did CC(NCc1cc(Br)ccc1OCC(=O)NCc1ccccc1)c1ccccc1 (centres undefined) do in these assays?
HIV fusion peptide: -0.5%; AID2073: -7%; Myeloid diff 2: inactive; SIAH1 antagonists: -3%; NOD2 inhibition: -1%; LYP phosphatase: -9%; XIAP antagonists: 0.6%; NS5 inhibitors: 1%; Lipid droplet: -1; Lipid droplet cells 6.5 µM: 679; Myeloid diff 2 GFP+ MAC1+ %: 0.7

How did Cc1ccc(O)c(NC(=O)CN(C)S(=O)(=O)c2ccc(Cl)cc2)c1 do in these assays?
HIV fusion peptide: -0.9%; AID2073: 1%; Myeloid diff 2: inactive; SIAH1 antagonists: -2%; NOD2 inhibition: 20%; LYP phosphatase: -12%; NS5 inhibitors: -14%; Lipid droplet: -7; Lipid droplet cells 6.5 µM: 657; Myeloid diff 2 GFP+ MAC1+ %: 0.1

Bioassay records: PubChem BioAssay, several laboratories
